# TrxR1 substrate = substrates of rat thioredoxin reductase 1. 390,000 compounds, 0.01% hits. purified TrxR1 substrate turnover, NADPH consumption readout. AID 588456. Potency, µM (series often up to 114 µM), inactives show at the highest dose activity change, negative = substrate turnover; further: potency means the concentration at half of the fitted maximal effect; on the % scale 0 is the no-effect control and ±100 the full control effect; nearly all actives have a fitted effect of over 50% in size
#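 Rat TrxR1, dispensed at 90 nM, was prereduced with 400 uM NADPH (final) for 5 min at ~22 deg C, then incubated with compound 15 min before 400 uM selenite. A first-read NADPH fluorescence drop versus no-compound background flagged substrates.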
# IDH1 R132H inh = blocks human mutant IDH1 R132H enzyme | O75874 | IDH1-R132H enzyme, NADPH consumption, diaphorase/resazurin fluorescence | Potency, µM (highest dose often 76.6 µM), without a hit: at the top dose activity change, negative = inhibition, actives largely listed as inhibitors | 390,000 compounds, 0.093% hits | AID 602179; further: potency means the concentration at half of the fitted maximal effect; on the % scale 0 is the no-effect control and ±100 the full control effect; nearly all actives have a fitted effect of over 65% in size
#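 IDH1-R132H (0.5 ug/mL) preincubated 30 min with compound, then NADPH (0.016 mM) and alpha-KG (2 mM) added; 80 min at RT, pH 7.5. Remaining NADPH coupled via diaphorase/resazurin to fluorescence (540/590 nm); concentration-response curves normalized to no-enzyme control.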
# PI4K2A inh = inhibitors of human PI4K2A. purified PI4K2A, ADP-Glo luminescence, 1 h; hits give low values. activity change, negative = inhibition, % at 76.9 µM. AID 1346378. 420,000 compounds, 0.13% hits. Q9BTU6; in the data active means activity change below about -50%; inconclusive means mostly about -30% to -49%;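 further: -100% = wells without enzyme as full effect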
# Target sequence (Q9BTU6 whole entry, looked up): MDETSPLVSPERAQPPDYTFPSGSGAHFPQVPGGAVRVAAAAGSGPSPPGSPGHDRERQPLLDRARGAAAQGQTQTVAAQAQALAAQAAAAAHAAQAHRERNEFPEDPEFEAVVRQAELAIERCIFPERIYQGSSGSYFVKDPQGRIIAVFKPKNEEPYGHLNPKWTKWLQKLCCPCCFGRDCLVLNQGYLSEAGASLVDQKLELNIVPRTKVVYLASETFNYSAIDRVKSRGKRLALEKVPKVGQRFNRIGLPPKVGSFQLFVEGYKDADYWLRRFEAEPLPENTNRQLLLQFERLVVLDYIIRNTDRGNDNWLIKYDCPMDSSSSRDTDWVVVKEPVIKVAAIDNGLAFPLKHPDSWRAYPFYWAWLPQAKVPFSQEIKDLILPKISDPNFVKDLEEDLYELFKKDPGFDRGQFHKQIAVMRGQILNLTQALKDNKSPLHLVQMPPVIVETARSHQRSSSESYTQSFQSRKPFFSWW
#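 PI4K2A activity was measured by ADP-Glo luminescence: enzyme (4 ug/mL stock) and phosphatidylinositol (1.2 mM stock) in Tris pH 7.5/MgCl2/EGTA/Triton X-100 buffer were reacted with ATP (300 microM stock) for one hour at ambient temperature.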
# TrxR1 inh = rat TrxR1 inhibition. Potency, µM (top dose mostly 114 µM), for the others: top-dose activity change, negative = inhibition, most hits filed as inhibitors. recombinant rTrxR1, NADPH fluorescence consumption, selenite substrate. O89049. 390,000 compounds, 1% hits; further: potency means the concentration at half of the fitted maximal effect; on the % scale 0 is the no-effect control and ±100 the full control effect; nearly all actives have a fitted effect of over 65% in size
#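 Rat TrxR1 (90 nM in the dispensed reagent) was pre-reduced with 400 uM NADPH for 5 min at room temperature, then incubated with compound for 15 min. After 400 uM selenite was added, NADPH fluorescence (Ex 340/Em 450 nm) was followed for 8 min.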
# TRHR agonist = TRH receptor (human) agonism; P34981; TRHR cells, calcium flux fluo-8, FDSS agonist mode; activation, % at 2 µM; 360,000 compounds, 0.18% hits; AID 493084; in the data active means activation above about 30%; further: 0% is about no effect
#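 Read-out: compound-evoked intracellular calcium rise in TRHR cells, fluo-8 dye, kinetic FDSS fluorescence at 1 s/cycle following a 10-cycle baseline. Cells cultured overnight before dye loading (30 min–1.5 h, RT).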
# D2 ag = agonists of human D2 dopamine receptor | HEK293 T-REx D2 cells, calcium flux agonist mode | activation, % at 2 µM | 340,000 compounds, 0.53% hits;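 active means activation over 3 SD above normal in the single-dose calcium agonist read, cut at about 30% in these data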; further: 0% is about no effect
# Target sequence (P14416 whole entry, looked up): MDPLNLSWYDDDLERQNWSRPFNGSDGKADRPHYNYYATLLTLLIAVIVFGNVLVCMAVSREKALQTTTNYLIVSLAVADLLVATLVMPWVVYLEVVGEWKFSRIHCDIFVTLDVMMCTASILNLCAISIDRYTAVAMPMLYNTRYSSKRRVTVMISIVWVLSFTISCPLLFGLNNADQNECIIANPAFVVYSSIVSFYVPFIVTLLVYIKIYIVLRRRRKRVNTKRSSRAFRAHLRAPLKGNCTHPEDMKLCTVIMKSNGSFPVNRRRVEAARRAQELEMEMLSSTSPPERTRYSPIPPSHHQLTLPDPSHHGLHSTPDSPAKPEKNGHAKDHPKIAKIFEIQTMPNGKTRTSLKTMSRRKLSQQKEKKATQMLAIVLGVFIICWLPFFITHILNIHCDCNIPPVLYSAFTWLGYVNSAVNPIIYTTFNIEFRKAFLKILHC
#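 Tetracycline-induced HEK293 T-REx cells with force-coupled D2 receptor, plated overnight at 30 C, loaded with no-wash calcium dye. After a 10 s baseline, compound was pin-added and calcium flux read kinetically for 180 s; calcium rises flagged agonists.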
# TRHR enhancer = TRH receptor (human) allosteric enhancement; P34981; TRHR cells, fluo-8 calcium fluorescence, EC20 TRH enhancement; enhancement, % at 2 µM; 360,000 compounds, 0.66% hits; in the data active means enhancement above about 30%; further: 0% is about no effect
#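 TRHR-expressing cells loaded with fluo-8 calcium dye were read kinetically (ex 480/em 530) during compound addition, then stimulated with an EC20 of TRH (10 nM final). Enhancement of the Gq-mediated intracellular calcium response was scored.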
# D2 antag = antagonizes the human D2 dopamine receptor; HEK293 TREx D2 cells, calcium flux, dopamine EC80; 340,000 compounds, 2% hits; inhibition, % at 10 µM; in the data active means inhibition above about 30%; further: 0% is about no effect
#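 Dopamine at EC80 is the agonist stimulus; test compounds precede it by 180 s. Calcium flux read kinetically in a force-coupled, inducible HEK293 T-REx D2 cell line.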
# USP1 inh = USP1/UAF1 (human) deubiquitinase inhibition; recombinant USP1/UAF1, Ub-Rhodamine cleavage fluorescence; Potency, µM (series often up to 57.1 µM), for inactives: at the highest dose activity change, negative = inhibition, usual class: inhibitors; 390,000 compounds, 0.23% hits; AID 743255; further: potency means the concentration at half of the fitted maximal effect; on the % scale 0 is the no-effect control and ±100 the full control effect; nearly all actives have a fitted effect of over 60% in size; inactives centre near -12
#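 High-throughput fluorogenic screen: 1nM USP1/UAF1 complex, Ub-Rho substrate 150nM final, 50mM HEPES pH 7.8 with 0.5mM EDTA, 0.1 mg/ml BSA, 1mM TCEP and 0.01% Tween-20.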
# The depositor's hits bear a star; ? = inconclusive; nt = not tested or not shown; & = joins results of further samples; [ ] = another dose, or the depositor's remark. Unless noted, the call rests on the fitted dose curve; in most records, active means well fitted inhibition curve with a large enough effect; inconclusive means small, poorly fitted or top-dose-only effect; inactive means no such curve, though single readings can be large or run the other way. Compounds were not picked by outcome. About 3.9% of those tested had a hit in this group.
# Letter code – A = TrxR1 substrate; B = IDH1 R132H inh; C = PI4K2A inh; D = TrxR1 inh; E = TRHR agonist; F = D2 ag; G = TRHR enhancer; H = D2 antag; I = USP1 inh
> Cc1ccc(NC(=O)c2cc(S(=O)(=O)N3CCc4ccccc43)cn2C)c(Cl)c1
  A = 12%; B = -7%; C = -3; D = 11%; E = -0.3; F = 0.2; G = -3; H = nt; I = -15%
> Cc1ccccc1CN1CCN(C(=O)c2ccc(F)cc2)CC1
  A = 1%; B = -3%; C = 10; D = 18%; E = 0.2; F = 0.0; G = -3; H = -5; I = -17%
> CN(NC(=O)CN1C(=O)c2ccccc2C1=O)C1=NS(=O)(=O)c2ccccc21
  A = -2%; B = -18%; C = -4; D = 24%; E = 0.0; F = 2.7; G = 4; H = -3; I = -9%
> CC(OC(=O)C1CCCC1)C(=O)Nc1ccc(C(N)=O)cc1 (configuration not stated)
  A = -6%; B = -6%; C = -1; D = 16%[57.1 µM]; E = 0.4; F = 0.1; G = 4; H = -19; I = 6%
> Nc1c(Cl)cc(C2=NCCn3c2c2ccc([N+](=O)[O-])cc2[n+]3[O-])cc1Cl
  A = -5%; B = 4%; C = -5; D = -20%[57.1 µM]; E = -0.2; F = -0.4; G = 0; H = -1; I = -18%
> CC(Oc1ccc(Cl)cc1Cl)C(=O)/C=C/N(C)C (configuration not stated)
  A = 2%; B = 7%; C = -4; D = 18%; E = 0.4; F = -0.5; G = -20; H = 16; I = -22%
> COc1cc(OC)nc(S(C)(=O)=O)n1
  A = 5%; B = 2%; C = -2; D = -11%[57.1 µM]; E = 0.3; F = 0.6; G = 4; H = -12; I = -19%
> Cc1cccc(N2CCN(S(=O)(=O)c3c(C)noc3/C=C/N(C)C)CC2)c1C
  A = -6%; B = -7%; C = -1; D = 6%; E = 0.4; F = -0.1; G = 0; H = 1; I = -26%
> Cn1c(CC(=O)NNC(=O)c2ccc(F)cc2F)nc2ccccc21
  A = 1%; B = 4%; C = -12; D = 0%; E = -0.1; F = 0.6; G = -7; H = 21; I = 2%
> CC1=NNC(=O)C1C(c1ccccc1)C1C(=O)NN=C1C (configuration not stated)
  A = nt; B = nt; C = nt; D = nt; E = 0.5; F = 1.5; G = 0; H = -9; I = nt
> N#Cc1c(-c2ccc(F)cc2)cc(-c2ccccc2)nc1SCC(=O)NCC(=O)O
  A = 2%; B = 8%; C = -8; D = -5%; E = -1.5; F = 0.3; G = 20; H = 10; I = -13%
> COc1cc(C(=O)Nc2ccc3oc(-c4ccc(C)c(Br)c4)nc3c2)cc(OC)c1OC
  A = 16%; B = 20%; C = -3; D = -1%; E = 2.0; F = 0.2; G = 3; H = nt; I = -7%
> COc1cc(OC)cc(C(=O)NC(c2ccccc2)c2ccccc2)c1
  A = 3%; B = 3%; C = 1; D = 26%; E = 0.0; F = 0.3; G = 1; H = -7; I = -11%
> Cc1ccc(CNC(=O)CCCCn2c(=O)[nH]c3ccsc3c2=O)cc1
  A = -1%; B = -12%; C = 3; D = 8%; E = -0.4; F = -0.4; G = 0; H = 4; I = -1%
> CC(C)NC(=O)c1cccc2c1-c1ccccc1C2=O
  A = 12%; B = 18%; C = 9; D = 37%[activator]; E = 0.1; F = -0.3; G = -3; H = 0; I = -28%
> CCc1nnc(NC(=O)c2oc3cc(C)c(C)cc3c2C)s1
  A = -4%; B = 1%; C = -1; D = -6%; E = -0.1; F = -4.7; G = -3; H = 14; I = -15%
> COC(/C=C/Nc1ccc(C)cc1)=C(C#N)C#N
  A = 13%; B = 12%; C = -1; D = 18%; E = 0.1; F = 0.3; G = 0; H = -4; I = ?
> COc1ccccc1N1CCN(S(=O)(=O)c2cn(C)c(=O)n(C)c2=O)CC1
  A = 6%[57.1 µM]; B = 2%; C = 3; D = 11%[57.1 µM]; E = -0.4; F = 0.2; G = 0; H = 4; I = -22%
> O=C(N/N=C/C=C\c1ccco1)c1cccs1
  A = -3%[57.1 µM]; B = 2%; C = -18; D = ?; E = 1.0; F = -0.4; G = -7; H = -12; I = -17%
> C/C=C(/C)C(=O)Nc1cccc(C2=NOC3(C2)C[C@@H](C(N)=O)N(C(=O)CCCCC)C3)c1 (some centres not stated)
  A = 11%[57.1 µM]; B = -6%; C = -3; D = 13%[57.1 µM]; E = -0.1; F = 0.5; G = -7; H = 1; I = 22%
> Cc1ccc(C(=O)CSc2nnc(-c3ccccc3N)n2C)cc1
  A = -12%; B = 7%; C = 8; D = -11%; E = -1.1; F = -0.6; G = 3; H = -12; I = -19%
> CCOC(=O)N1CCC(n2c(SCC(=O)c3ccccc3)nc3ccsc3c2=O)CC1
  A = 5%[57.1 µM]; B = 5%; C = 6; D = 6%[57.1 µM]; E = 0.2; F = -0.6; G = 14; H = -8; I = -3%
> Cc1cc(N2C(=O)C(O)=C(C(=O)c3cc4ccccc4o3)C2c2ccc([N+](=O)[O-])cc2)no1 (configuration not stated)
  A = 1%; B = -1%; C = 0; D = 2%; E = 0.1; F = -0.1; G = -5; H = -1; I = -23%
> CSc1ccc(S(=O)(=O)N2CC(=O)Nc3ccccc32)cc1
  A = -7%; B = -4%; C = 1; D = -6%; E = 0.1; F = -0.1; G = 5; H = 5; I = 1%
> CC(NC(=O)C(=O)NCc1cccs1)c1ccccc1 (configuration not stated)
  A = 5%; B = 0%; C = -1; D = 15%; E = -0.8; F = -0.6; G = 15; H = 0; I = -13%

# Whole records, quoted from the list:
# Cc1ccc(NC(=O)c2cc(S(=O)(=O)N3CCc4ccccc43)cn2C)c(Cl)c1 across the screens: TrxR1 substrate: 12%; IDH1 R132H inh: -7%; PI4K2A inh: -3; TrxR1 inh: 11%; TRHR agonist: -0.3; D2 ag: 0.2; TRHR enhancer: -3; D2 antag: nt; USP1 inh: -15%
# Cc1cc(N2C(=O)C(O)=C(C(=O)c3cc4ccccc4o3)C2c2ccc([N+](=O)[O-])cc2)no1 (configuration not stated) across the screens: TrxR1 substrate: 1%; IDH1 R132H inh: -1%; PI4K2A inh: 0; TrxR1 inh: 2%; TRHR agonist: 0.1; D2 ag: -0.1; TRHR enhancer: -5; D2 antag: -1; USP1 inh: -23%
# Cc1ccc(CNC(=O)CCCCn2c(=O)[nH]c3ccsc3c2=O)cc1 across the screens: TrxR1 substrate: -1%; IDH1 R132H inh: -12%; PI4K2A inh: 3; TrxR1 inh: 8%; TRHR agonist: -0.4; D2 ag: -0.4; TRHR enhancer: 0; D2 antag: 4; USP1 inh: -1%

# Returning to the listing; the 2 compounds before the break are reprinted first.
# Letter code – A = TrxR1 substrate; B = IDH1 R132H inh; C = PI4K2A inh; D = TrxR1 inh; E = TRHR agonist; F = D2 ag; G = TRHR enhancer; H = D2 antag; I = USP1 inh
> CSc1ccc(S(=O)(=O)N2CC(=O)Nc3ccccc32)cc1
  A = -7%; B = -4%; C = 1; D = -6%; E = 0.1; F = -0.1; G = 5; H = 5; I = 1%
> CC(NC(=O)C(=O)NCc1cccs1)c1ccccc1 (configuration not stated)
  A = 5%; B = 0%; C = -1; D = 15%; E = -0.8; F = -0.6; G = 15; H = 0; I = -13%
> CCn1c(=N)n(CC(=O)c2ccco2)c2ccccc21
  A = -5%; B = -2%; C = -2; D = -15%; E = -0.3; F = 0.0; G = 2; H = -4; I = -7%
> COc1ccccc1NC(=O)C1=C(C)Nc2nc3ccccc3n2C1c1cccs1 (configuration not stated)
  A = 13%; B = 2%; C = 1; D = 21%; E = -0.8; F = -2.4; G = 3; H = -13; I = -20%
> COC(=O)[C@@H](CC(C)C)N(Cc1ccccc1)S(=O)(=O)N(Cc1ccccc1)[C@@H](CC(C)C)C(=O)OC
  A = -11%&-5%; B = 7%; C = 3; D = 15%&39%; E = nt; F = nt; G = nt; H = nt; I = 11%
> CC(C(=O)Nc1cccc(S(=O)(=O)N2CCOCC2)c1)N1CCN(C/C=C/c2ccccc2)CC1 (configuration not stated)
  A = -5%[57.1 µM]; B = -9%; C = 4; D = 11%[57.1 µM]; E = -0.3; F = 51*; G = -3; H = 80*; I = -18%
> COc1cccc(N2CCN(CC(=O)N3CCN(S(=O)(=O)c4ccc(Cl)cc4)CC3)CC2)c1
  A = -7%; B = 2%; C = -2; D = 3%; E = 0.1; F = nt; G = 2; H = nt; I = -29%
> O=C(COc1ccc(Cl)cc1)NCCc1csc(-c2cccc(F)c2)n1
  A = -2%[57.1 µM]; B = -11%; C = -4; D = 4%[57.1 µM]; E = -0.1; F = 1.0; G = -7; H = nt; I = -5%
> CC(NC(=S)N1CCN(c2ccccc2)CC1)c1ccccc1 (configuration not stated)
  A = -5%; B = 8%; C = 13; D = -3%; E = -0.6; F = 4.5; G = -7; H = -14; I = -27%
> Cc1ccc2c(c1C)NC(=O)C2(O)CC(=O)c1ccc2c(c1)OCO2 (configuration not stated)
  A = -7%; B = 11%; C = -6; D = 3%; E = 0.6; F = nt; G = 6; H = nt; I = -2%
> Cc1ccc(C(C(=O)NCc2ccccc2)N(C(=O)c2csnn2)c2cccc3ccccc23)o1 (configuration not stated)
  A = -7%; B = -24%; C = -4; D = -19%; E = 1.2; F = 1.1; G = -9; H = -4; I = -8%
> COCCNC(=O)C(c1ccc(O)cc1)N(Cc1cccs1)C(=O)CCC(=O)Nc1ccccn1 (configuration not stated)
  A = 5%; B = -4%; C = -1; D = 24%; E = 1.9; F = 16; G = 2; H = 11; I = 3%
> O=C(c1cccc(S(=O)(=O)Nc2ccccc2Cl)c1)N1CCC1
  A = -5%; B = 7%; C = -4; D = 4%; E = 0.0; F = 0.0; G = 20; H = -4; I = -2%
> CCOC(=O)c1cc(-c2ccccc2C)nn1CC1CC(c2ccc(OC)cc2)=NO1 (configuration not stated)
  A = 3%; B = 2%; C = 0; D = 19%; E = 1.2; F = nt; G = -4; H = nt; I = -17%
